Dengue-2 NS5 capping = Dengue-2 NS5 methyltransferase inhibitors, primary screen, biochemical, confirmation dose response (AID 588689); Dengue-2 NS5 methyltransferase capping enzyme assay, biochemical; higher % means a stronger effect; inhibition, % at 25 µM, or IC50 in µM where a hit was titrated; 340,000 tested, 0.3% active; in the data active = a potency from the dose series; inconclusive = inhibition above about 29% without an active follow-up result
GPR55 beta-arrestin = GPR55 agonists via beta-arrestin recruitment, primary screen, imaging, U2OS cells, beta-arrestin-GFP redistribution (AID 1961). U2OS GPR55 beta-arrestin-GFP redistribution imaging; higher % means a stronger effect. 290,000 tested, 0.048% active. activation, % at 10 µM; hits with a dose series show EC50 in µM;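 active = activation above 40% with more than 50 cells counted in the well; inconclusive = wells holding fewer than 50 cells, flagged as toxic or sparse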;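 note: U2OS osteosarcoma cells stably expressing GPR55 and beta-arrestin-GFP; plate controls were DMSO negative control for no effect and LPI positive control for full effect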
GPR55 LPI antagonism = inhibition of LPI-stimulated GPR55 beta-arrestin translocation – imaging, U2OS, beta-arrestin-GFP, LPI agonist, primary screen (AID 2013); inhibition, % at 10 µM, or IC50 in µM where a hit was titrated; 290,000 tested, 0.13% active; U2OS GPR55 beta-arrestin-GFP translocation imaging, LPI antagonism; higher % means a stronger effect;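 active = spots per cell inhibited over 60%, with over 100 cells counted and total cytoplasm intensity under 500,000; inconclusive = wells with under 100 cells, flagged as likely toxic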;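 note: U2OS cells stably carrying GPR55 and arrestin-GFP stimulated by 5 µM LPI near EC80; imaged beta-arrestin-GFP aggregate spots per cell after agonist stimulation; plate controls were LPI-stimulated DMSO wells for no effect and DMSO wells without LPI for full effect; some results filed as inactive read as strong as hits; confirmed hits need IC50 under 10 µM and bright autofluorescent wells are also inconclusive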
Yfh1-depleted yeast = mitochondrial function rescue without frataxin homolog – Friedreich's ataxia, plus single-dose screen, dose response (AID 1465); S. cerevisiae Yfh1-off respiration, WST-1 reduction, 72 h; higher fold induction means a stronger effect; fold induction at 50 µM; hits with a dose series show EC50 in µM; 220,000 tested, 0.074% active;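 active = fold induction of absorbance versus untreated yeast above a set limit, then at least 30% activation at any dose in follow-up; inconclusive = repeats straddling the limit, or above it without dose testing; inactive = fold induction below the set limit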;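 note: activators that raise dye reduction in frataxin-depleted yeast; strong numbers were not always called active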
MgcRacGAP inhibition = MgcRacGAP GTPase-activating activity inhibitors, confirmation, biochemical, ADP Hunter fluorescence | MgcRacGAP-stimulated Rac1 GTP hydrolysis, ADP Hunter fluorescence; higher % means a stronger effect; GST-tagged Rac1 F28L mutant substrate | inhibition, % at 30 µM, or IC50 in µM where a hit was titrated | 340,000 tested, 0.6% active;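 active = first-screen hits whose inhibition reached a set limit at any dose in the follow-up dose series; inconclusive = inhibition above the set first-screen limit but never retested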;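 note: fluorescence reports GDP produced by GAP-driven GTP hydrolysis; strong numbers were not always called active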
GPR35 arrestin U2OS = inhibition of zaprinast-stimulated GPR35 beta-arrestin translocation – imaging, U2OS, beta-arrestin-GFP, zaprinast agonist, primary screen (AID 2058); U2OS GPR35 beta-arrestin-GFP translocation imaging, zaprinast antagonism; higher % means a stronger effect; one-dose inhibition, % at 10 µM; IC50 in µM for titrated hits; 290,000 tested, 0.052% active;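 active = inhibition of at least 50% with at least 30 cells and total cytoplasm GFP at most 10,000,000; inconclusive = under 30 cells or total GFP of 10,000,000 plus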
Large T inhibition = SV40 large T antigen inhibitors, biochemical (AID 1903) | SV40 large T antigen ATPase/helicase inhibition assay; higher % means a stronger effect | one-dose inhibition, % at 20 µM; IC50 in µM for titrated hits | 310,000 tested, 0.39% active; in the data active = a potency from the dose series; inconclusive = inhibition mostly from about 32% at the one dose, without a potency; inactive = the rest, 99 in 100 with inhibition below about 32%; note: strong numbers were not always called active
NTR1 ag = agonists of NTR1, primary screen, imaging, U2OS cells, beta-arrestin-GFP, high content (AID 493036). NTR1-U2OS beta-arrestin-GFP spot imaging, agonist mode. activation, % at 20 µM. 330,000 tested, 0.17% active;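 active = activation at or above 40% of the spot to cytoplasm intensity ratio, with at least 20 cells analyzed; inconclusive = wells under 20 cells, flagged as cytotoxic or low count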;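 note: 0% = DMSO without peptide and 100% = 100 nM NTR1 peptide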
Target sequence (P30989 whole entry, looked up): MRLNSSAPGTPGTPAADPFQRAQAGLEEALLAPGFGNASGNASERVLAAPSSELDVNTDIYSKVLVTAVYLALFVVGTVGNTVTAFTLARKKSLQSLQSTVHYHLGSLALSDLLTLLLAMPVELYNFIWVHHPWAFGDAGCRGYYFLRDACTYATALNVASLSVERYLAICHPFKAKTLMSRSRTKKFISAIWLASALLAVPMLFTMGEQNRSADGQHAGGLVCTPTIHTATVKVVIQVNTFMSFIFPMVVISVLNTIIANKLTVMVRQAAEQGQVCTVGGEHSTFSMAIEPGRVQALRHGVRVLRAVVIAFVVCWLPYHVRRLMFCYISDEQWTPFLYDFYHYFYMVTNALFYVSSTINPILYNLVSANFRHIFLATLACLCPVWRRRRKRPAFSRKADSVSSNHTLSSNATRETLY
AID2073 = inhibitors of Mint1-CaV2.2 protein interaction, biochemical, HTRF (AID 2073) | HTRF protein-protein interaction, Mint1-CaV2.2; higher % means a stronger effect | one-dose inhibition, % at 20 µM; IC50 in µM for titrated hits | 290,000 tested, 0.19% active; in the data active = inhibition mostly above about 51%, no sharp cut-off; inconclusive = no clear call, values can overlap the other calls; inactive = mostly below about 53%; note: some results filed as inactive read as strong as hits
NTR1 ag cell count 20 µM = second read-out of NTR1 ag, no call of its own (marks repeat the call); cell count; measured here: cell count, cytotoxicity flag
Dengue-2 NS5 capping pilot replicate = second read-out of Dengue-2 NS5 capping, no call of its own (marks repeat the call); inhibition, %; measured here: pilot screen replicate inhibition
Starred values were filed as active, the others as inactive; i = inactive; ? = inconclusive; · = not tested or not shown.

SMILES | Dengue-2 NS5 capping | GPR55 beta-arrestin | GPR55 LPI antagonism | Yfh1-depleted yeast | MgcRacGAP inhibition | GPR35 arrestin U2OS | Large T inhibition | NTR1 ag | NTR1 ag cell count 20 µM | AID2073 | others
O=c1ncn(-c2ccccc2C(F)(F)F)c2ncccc12 | -5% | 0.4% | 2% | i | 10% | 7% | 3% | -1.6 | 90 | -1%
CC(=O)c1cc(-c2ccccc2)[nH]c1N1CCOCC1 | 30% | -0.1% | 10% | i | 0% | 18% | 10% | -0.7 | 49 | -6%
COc1cc(NC(=O)CN2C(=O)NC(c3ccccc3)(c3ccccc3)C2=O)cc(OC)c1 | -4% | -0.2% | -13% | · | 5% | -2% | 1% | 0.3 | 36 | 9%
CCC(C)C(=O)Nc1nc2c(s1)C(=O)CC(C)(C)C2 (stereo unspecified) | -4% | 1.3% | -2% | i | 0% | -1% | 7% | -2.3 | 61 | ?
COc1cc2c(cc1C1C(C#N)=C(N)OC3=C1C(=O)CC(C)(C)C3)OCO2 (stereo unspecified) | 3% | 0.0% | 6% | · | 20% | 1% | 4% | -1.0 | 70 | 8%
O=C(Nc1ccc(Cl)cc1)Nc1csc([N+](=O)[O-])c1 | · | -0.1% | 15% | i | · | 10% | -7% | 20 | 53 | 8%
CC(C)(C)c1nc(Sc2ncccc2[N+](=O)[O-])n[nH]1 | 0% | 0.1% | 11% | i | 2% | 10% | 3% | -0.6 | 59 | 0%
Cc1cccc(NC(=O)NNS(=O)(=O)c2ccc(F)cc2)c1 | -3% | -0.3% | 9% | i | -9% | -10% | 11% | 0.3 | 56 | -5%
Cn1c(Cn2c(=O)sc3ccccc32)nnc1SCC(=O)N1CCN(c2ccccc2)CC1 | -4% | -0.5% | 11% | · | 2% | -18% | 1% | -3.9 | 55 | 0%
CCOc1ccc(N2C(=O)CC(N(Cc3ccco3)C(=O)CCC(=O)O)C2=O)cc1 (stereo unspecified) | -8% | -0.1% | 3% | i | 5% | 0% | 1% | -0.3 | 44 | 12%
N/C(=N\OC(=O)C1CCCCC1)c1ccccn1 | -4% | 0.0% | 7% | i | -4% | -10% | 0% | 0.3 | 90 | 4%
Cc1nc(C)c(-c2csc(Nc3ccc(O)c(C(=O)O)c3)n2)s1 | · | -0.2% | 0% | · | 25% | 2% | 20% | 0.3 | 74 | 4%
O=c1c2c3c(sc2n2cnnc2n1C1CCCCC1)CCC3 | · | -0.3% | -3% | · | · | -11% | · | · | · | 8%
CN(Cc1nc2ccc(Cl)cc2[nH]1)Cc1nc(-c2cnccn2)no1 | -9% | 0.3% | 6% | i | 1% | 15% | 4% | 0.8 | 79 | 10%
c1ccc(Cc2nnc(N3CCOCC3)c3ccccc23)cc1 | -5% | -0.1% | 3% | i | 9% | 7% | 7% | -0.1 | 46 | 7%
COc1ccc(S(=O)(=O)N[C@@H](Cc2ccc(Cl)cc2)C(=O)N2CC[C@@]3(O)CCCC[C@H]3C2)cc1 | -13% | -0.1% | -4% | i | 2% | 5% | 5% | 0.7 | 50 | 12%
CCC(C)(CC(=O)Nc1nccs1)c1ccccc1 (stereo unspecified) | 4% | 0.3% | 6% | · | 2% | 11% | 10% | 1.3 | 82 | -6%
CC1CC(NS(=O)(=O)c2cc3c4c(c2)CCN4C(=O)CC3)CC(C)(C)C1 (stereo unspecified) | -1% | · | · | · | -2% | · | 4% | 0.9 | 56 | ·
Cn1c(SCC(=O)Nc2cc(=O)n(C)c(=O)n2C)nnc1-c1cccs1 | · | -0.1% | 2% | · | · | -4% | · | · | · | 1%
COCC(=O)NC1CCN(S(=O)(=O)c2cccc(C(C)=O)c2)CC1 | -2% | 0.1% | 3% | i | -4% | -11% | 1% | 0.3 | 49 | 6%
CCN1C(=O)[C@H]2[C@@H](c3ccc(-c4ccc(F)cc4)cc3)N[C@@](Cc3ccccc3)(C(=O)OC)[C@H]2C1=O | 1% | · | · | · | 7% | · | 18% | -0.6 | 81 | ·
Cc1ccccc1OCC(=O)NC(=S)Nc1ccc(N2CCOCC2)c(Cl)c1 | -4% | 0.5% | -1% | · | 8% | 9% | 1% | 11 | 79 | -6%
O=[N+]([O-])c1ccc(-[n+]2ccc3ccccc3c2)c([N+](=O)[O-])c1 | >100µM* | · | · | · | 9% | · | 79µM* | 6.9 | 102 | ·
O=C(Cn1nc2n(c1=O)-c1ccccc1SC2)N/N=C/c1cccs1 | -5% | 0.3% | 15% | i | 6% | 11% | 16% | 0.4 | 49 | 33%
COc1ccc(C(=O)NC(=S)Nc2ccccc2N2CCCCC2)cc1[N+](=O)[O-] | -10% | 0.2% | 14% | i | 2% | -5% | 10% | 17 | 47 | -7%
CN(C)c1ccc(/C=N/n2c(-c3cccnc3)n[nH]c2=S)cc1 | 6% | -0.1% | 5% | i | 15% | -3% | 19% | 2.7 | 86 | 0%
O=C(NCc1cccs1)C(=O)NCC(c1ccco1)N1CCN(c2ccccc2F)CC1 (stereo unspecified) | 3% | 2.2% | 8% | i | 2% | 0% | 6% | 1.5 | 66 | 15%
Cc1c(C(=O)Nc2ccc(S(N)(=O)=O)cc2)oc2ccc(Cl)cc12 | -10% | 0.2% | -5% | ? | 3% | -5% | 4% | 1.3 | 50 | 27%
Nc1nc(-c2ccc3c(c2)CCCC3)cs1 | -12% | 0.6% | -2% | i | -2% | 6% | 27% | -1.4 | 60 | -9%
Cc1ccsc1C(=O)NCCc1ccc(S(N)(=O)=O)cc1 | -4% | 0.2% | -2% | · | 6% | 3% | -6% | 0.5 | 42 | 5%
Cc1sc2ncn(CC(=O)N(CC(=O)NC3CCCC3)Cc3cccs3)c(=O)c2c1C | -6% | 0.9% | 3% | i | 0% | -6% | -5% | 0.5 | 74 | 0%
COc1ccc(NC(C)=O)cc1NC(=O)CSc1nnc(-c2ccc(F)cc2)n1N | -1% | 0.2% | 3% | i | 4% | -18% | 16% | -0.5 | 65 | -4% | Dengue-2 NS5 capping pilot replicate=0.0
C=CCNC(=O)c1c(CSc2ccc(Cl)cc2)noc1C(=O)NCCC | -10% | · | · | i | 4% | · | 19% | 4.5 | 81 | ·
CCc1nc(SCC(=O)c2cc(C)ccc2C)n[nH]1 | -24% | 0.2% | -5% | i | 9% | 2% | 11% | 0.6 | 84 | -26% | Dengue-2 NS5 capping pilot replicate=-2.4
O=C(C1CCC(CNS(=O)(=O)c2cccc3cccnc23)CC1)N1CCCC1 (stereo unspecified) | -8% | -0.1% | 8% | i | 1% | -4% | 0% | -2.2 | 67 | 6%
O=C(COC(=O)c1ccco1)c1ccc2ccccc2c1 | -6% | 0.2% | -6% | i | 23% | -1% | 10% | -1.1 | 55 | 16%
CC1CCN(c2nc3c(c(=O)[nH]c(=O)n3C)n2Cc2ccccc2)CC1 | -3% | -0.1% | 17% | i | 4% | 9% | -1% | 2.3 | 76 | 6%
O=C(Nc1nccs1)c1ccc(N2C(=O)C3CCCCC3C2=O)cc1 (stereo unspecified) | -1% | -0.1% | -5% | i | 4% | -2% | 28% | 0.7 | 58 | -11%
CCOC(=O)c1c(NC(=O)Nc2cccc(Cl)c2)sc(C)c1C | -2% | -0.1% | 1% | i | 6% | 2% | 9% | 1.2 | 70 | 5%
CCCN1CCC(=O)N([C@H](CSc2ccccc2)c2ccccc2)CC1 | -6% | 0.4% | -8% | · | 1% | 14% | 5% | 0.2 | 75 | 2%
O=C(Nc1cccc(S(=O)(=O)N2CCCCCC2)c1)C1CC(=O)N(c2ccc3c(c2)OCCO3)C1 (stereo unspecified) | 1% | · | · | · | 6% | · | 10% | 0.7 | 56 | ·
Cc1cccc(C(=O)N2CCN(c3ccc(C(F)(F)F)cn3)CC2)c1C | 4% | 0.3% | 1% | i | 3% | -2% | 8% | 0.9 | 56 | 19%
COc1cccc(CNC(=O)C(=O)NCCC2CCCCN2S(=O)(=O)c2ccccc2)c1 (stereo unspecified) | 3% | · | · | · | 6% | · | 10% | 0.1 | 63 | ·
COc1cccc(CNC(=O)C2CCN(S(=O)(=O)N3CCC4(CC3)OCCO4)CC2)c1 | 3% | -0.2% | -7% | i | 5% | 4% | 7% | -0.3 | 40 | -2%
O=C(CNC(=O)C1CCCCC1)Nc1ccccc1 | 0% | -0.2% | 3% | i | 6% | -3% | 11% | 5.1 | 11 | 0%
Cc1ccnc(NC(=O)CCC(=O)N(CC(=O)NC2CCCCC2)c2cccc(C)c2C)c1 | -9% | 0.0% | -2% | i | 10% | 5% | 12% | 0.4 | 75 | 0%
O=C(Nc1cnn(Cc2ccc(Cl)cc2)c1)c1cccs1 | -6% | 0.2% | -18% | i | 7% | 3% | 22% | -0.8 | 53 | 0%
CCCC(C(=O)NC(C)(C)CC)N(Cc1ccco1)C(=O)CNS(=O)(=O)c1ccccc1 (stereo unspecified) | -2% | 1.4% | -5% | · | 2% | -27% | -3% | 0.9 | 39 | 15%

Pulled by structure from the list above, 5 records:
SMILES | Dengue-2 NS5 capping | GPR55 beta-arrestin | GPR55 LPI antagonism | Yfh1-depleted yeast | MgcRacGAP inhibition | GPR35 arrestin U2OS | Large T inhibition | NTR1 ag | NTR1 ag cell count 20 µM | AID2073 | others
CC(C)(C)c1nc(Sc2ncccc2[N+](=O)[O-])n[nH]1 | 0% | 0.1% | 11% | i | 2% | 10% | 3% | -0.6 | 59 | 0%
O=C(CNC(=O)C1CCCCC1)Nc1ccccc1 | 0% | -0.2% | 3% | i | 6% | -3% | 11% | 5.1 | 11 | 0%
COc1cccc(CNC(=O)C2CCN(S(=O)(=O)N3CCC4(CC3)OCCO4)CC2)c1 | 3% | -0.2% | -7% | i | 5% | 4% | 7% | -0.3 | 40 | -2%
COc1ccc(NC(C)=O)cc1NC(=O)CSc1nnc(-c2ccc(F)cc2)n1N | -1% | 0.2% | 3% | i | 4% | -18% | 16% | -0.5 | 65 | -4% | Dengue-2 NS5 capping pilot replicate=0.0
Cc1ccnc(NC(=O)CCC(=O)N(CC(=O)NC2CCCCC2)c2cccc(C)c2C)c1 | -9% | 0.0% | -2% | i | 10% | 5% | 12% | 0.4 | 75 | 0%
